BAZ2B block: qHTS Assay for Inhibitors of BAZ2B. Bromodomain adjacent to zinc finger domain protein 2B (Homo sapiens), Q9UIF8. AlphaScreen BAZ2B-H3K14Ac peptide displacement. Potency, µM (doses to about 114 µM), without a hit: at the top dose activity change, negative = inhibition, usual class: inhibitors. actives 4.4% (n = 360,000); also: % is scaled to controls: 0 for no effect and ±100 for the full control effect; nearly all actives have a fitted effect of over 60% in size
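AlphaScreen displacement of biotin-H3(5-23)K14Ac peptide (50 nM final) from BAZ2B (50 nM final) in PBS pH 7.4, 0.01% Tween-20; complex preformed 30 min RT, then compounds (top 110 uM) 30 min RT, beads 20 min dark.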
Pol kappa inh: qHTS for Inhibitors of Polymerase Kappa; actives 0.53% (n = 400,000); Potency, µM (doses to about 107 µM), inactives show at the highest dose activity, negative = inhibition, actives largely listed as inhibitors; purified Pol kappa, fluorescent DNA synthesis assay, 10 min; AID 588579, 2011; DNA polymerase kappa (Homo sapiens), Q9UBT6; also: % is scaled to controls: 0 for no effect and ±100 for the full control effect
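Kinetic fluorescence readout at 0 and 10 min followed reaction start with substrate at 50 nM final. Beforehand, enzyme (10 nM Pol kappa) stood 15 min with compound at room temperature; buffer-only wells were negative controls.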
POLH inh: qHTS for Inhibitors of Polymerase Eta; recombinant Pol eta, fluorescent DNA replication assay; actives 1.2% (n = 390,000); AID 588591, 2011; Potency, µM (series often up to 114 µM), for the others: top-dose activity change, negative = inhibition, hits mostly inhibitors; DNA polymerase eta (Homo sapiens), Q9Y253; also: % is scaled to controls: 0 for no effect and ±100 for the full control effect
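Pol eta at 10 nM preincubated with compounds 15 min at room temperature; reaction started with fluorescent substrate (50 nM final) and read kinetically at 0 and 10 min.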
G9a inh: qHTS Assay for Inhibitors of Histone Lysine Methyltransferase G9a; actives 8.8% (n = 350,000); Potency, µM (titrated, usually from 102 µM), without a hit: top-dose activity, negative = inhibition, hits mostly inhibitors; Histone-lysine N-methyltransferase EHMT2 (Homo sapiens), Q96KQ7; G9a H3K9 monomethylation, AlphaScreen, 2 h; AID 504332, 2011; also: % is scaled to controls: 0 for no effect and ±100 for the full control effect; nearly all actives have a fitted effect of over 75% in size
Target sequence (Q96KQ7 913-1193 limits assumed): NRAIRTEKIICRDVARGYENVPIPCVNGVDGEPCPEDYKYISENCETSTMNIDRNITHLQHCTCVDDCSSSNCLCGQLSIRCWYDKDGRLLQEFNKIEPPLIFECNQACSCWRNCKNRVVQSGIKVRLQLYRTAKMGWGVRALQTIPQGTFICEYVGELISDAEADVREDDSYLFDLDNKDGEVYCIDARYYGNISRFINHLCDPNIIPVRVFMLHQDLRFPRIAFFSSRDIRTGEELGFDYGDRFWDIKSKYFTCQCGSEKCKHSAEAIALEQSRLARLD
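AlphaScreen detection with an anti-monomethyl H3K9 antibody quantified product after a 2 h room-temperature reaction containing 500 nM biotinylated H3K9 peptide, 20 µM SAM and 20 nM enzyme, which had been preincubated 15 min with compound.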
BLM helicase inh: qHTS Assay for Inhibitors of Bloom's syndrome helicase (BLM). RecQ-like DNA helicase BLM (Homo sapiens), P54132. recombinant BLM DNA unwinding, fluorescence dequenching. Potency, µM (top dose mostly 56.1 µM), for the others: top-dose activity change, negative = inhibition, hits mostly inhibitors. actives 0.2% (n = 350,000). AID 2528, 2010;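 also: plate controls were vehicle for no effect and no enzyme for full effect; nearly all actives have a fitted effect of over 35% in size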
APE1 inh: qHTS Assay for Inhibitors of the Human Apurinic/apyrimidinic Endonuclease 1 (APE1); actives 0.35% (n = 350,000); Potency, µM (doses to about 65.8 µM), without a hit: top-dose activity change, negative = inhibition, usual class: inhibitors; recombinant APE1, TAMRA/BHQ-2 abasic DNA cleavage fluorescence;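 also: plate controls were vehicle for no effect and reference inhibitor for full effect; nearly all actives have a fitted effect of over 55% in size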
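Endonuclease cleavage of a quenched abasic-site DNA duplex (50 nM) by APE1 (0.75 nM) was tracked by TAMRA dequenching. Compounds were preincubated with enzyme 15 min at room temperature; data normalized to buffer-only and DMSO wells plus NSC13755 control.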
Pol iota inh: qHTS for Inhibitors of Polymerase Iota; DNA polymerase iota (Homo sapiens), Q9UNA4; Pol iota fluorescent replication assay, 10 min; Potency, µM (doses to about 115 µM), without a hit: at the top dose activity, negative = inhibition, hits mostly inhibitors; actives 1% (n = 390,000); AID 588590, 2011
Target sequence (Q9UNA4 whole entry, looked up): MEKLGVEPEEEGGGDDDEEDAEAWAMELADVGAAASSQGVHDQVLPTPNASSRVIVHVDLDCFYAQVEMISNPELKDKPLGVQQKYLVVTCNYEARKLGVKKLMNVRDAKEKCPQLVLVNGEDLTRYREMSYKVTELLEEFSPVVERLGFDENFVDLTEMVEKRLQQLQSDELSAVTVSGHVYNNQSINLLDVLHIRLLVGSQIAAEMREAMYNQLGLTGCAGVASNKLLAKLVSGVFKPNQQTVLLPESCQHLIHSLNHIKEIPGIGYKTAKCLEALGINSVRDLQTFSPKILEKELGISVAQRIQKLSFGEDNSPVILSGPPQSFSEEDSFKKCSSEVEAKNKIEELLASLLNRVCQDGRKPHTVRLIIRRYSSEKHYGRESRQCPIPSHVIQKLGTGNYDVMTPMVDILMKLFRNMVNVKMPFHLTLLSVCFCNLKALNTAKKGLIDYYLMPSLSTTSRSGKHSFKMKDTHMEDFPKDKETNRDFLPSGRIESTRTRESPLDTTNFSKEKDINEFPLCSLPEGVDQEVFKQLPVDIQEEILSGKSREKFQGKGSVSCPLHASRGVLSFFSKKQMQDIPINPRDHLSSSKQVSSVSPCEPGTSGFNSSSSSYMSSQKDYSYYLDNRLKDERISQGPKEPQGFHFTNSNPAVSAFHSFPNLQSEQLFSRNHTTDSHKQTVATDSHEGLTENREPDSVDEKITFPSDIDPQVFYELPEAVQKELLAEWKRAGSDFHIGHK
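Fluorescent replication assay read twice, at 0 min and 10 min after adding 50 nM (final) substrate. Enzyme (10 nM) and compounds were first incubated 15 min at room temperature; enzyme-free buffer wells were negative controls.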
Apoferritin bind: qHTS Assay for Identification of Novel General Anesthetics. Ferritin light chain (Equus caballus), P02791. apoferritin/1-aminoanthracene competitive binding, fluorescence. Potency, µM (series often up to 77.5 µM), inactives show top-dose activity change, negative = displacement, most hits filed as inhibitors. actives 0.074% (n = 350,000); also: % is scaled to controls: 0 for no effect and ±100 for the full control effect; nearly all actives have a fitted effect of over 20% in size
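Read-out: endpoint 1-AMA fluorescence, excitation 380 nm and emission 535 nm, after compounds sit 10 min at room temperature with 10 uM horse-spleen apoferritin in 50% saturated 1-AMA/PBS. Values come from four-parameter Hill fits.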
Pol beta inh: qHTS Assay for Inhibitors of DNA Polymerase Beta | P06746 | Pol beta primer extension/strand displacement, fluorescence kinetic | Potency, µM (series often up to 114 µM), inactives show at the highest dose activity change, negative = inhibition, usual class: inhibitors | actives 1.3% (n = 340,000) | AID 485314, 2010; also: % is scaled to controls: 0 for no effect and ±100 for the full control effect
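Kinetic readout of DNA synthesis with strand displacement by Pol beta. Compound and 10 nM enzyme sit 15 min at room temperature; 50 nM substrate starts the reaction, read immediately and at 10 min.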
An asterisk follows results filed as active; ? = inconclusive; nt = not tested or not shown; & = joins results of further samples; [ ] = remark or other dose. Calls follow the shape of the dose curve; as a rule, active = well fitted curve in the direction sought with a large enough effect; inconclusive = small, poorly fitted or top-dose-only effect, or another doubt; inactive = no such curve, though single readings can be large; an effect the other way counts as inactive or inconclusive. Potency is read from the fitted curve at half-maximal effect. Not all compounds are listed; count on the stated rates, not on these rows.

SMILES | BAZ2B block | Pol kappa inh | POLH inh | G9a inh | BLM helicase inh | APE1 inh | Pol iota inh | Apoferritin bind | Pol beta inh
CCn1c(=S)sc2c(=O)n(CC(=O)Nc3ccc(C(C)=O)cc3)c(C)nc21 | -4%[57.1 µM] | 0% | -10% | 11% | 0% | 23% | -12% | -7% | ?
CSc1nc2sc3c(c2c(=O)n1-c1ccc(C)cc1)CCCC3 | 0% | -1% | -12% | -38%[59 µM] | -2% | nt | 13% | -11% | -24%
CN(C)S(=O)(=O)c1ccc(Cl)c(C(=O)Nc2nc3ccccc3[nH]2)c1 | -11% | -12% | 2% | 26% | -1% | 12% | 30%[activator] | -8% | 31%[activator]
Fc1cccc2sc(N3CCCC3)nc12 | 10% | 1% | -18% | -6%[59 µM] | -11% | 9% | 175%[activator] | -10% | 13%
COc1ccc(Nc2c(-c3ccc(OC)cc3)nc3cnccn23)cc1 | ? | -3% | -17% | ? | -3% | -11% | 2% | -11% | 1%
CC(NC(=O)COC(=O)c1ccc(Br)o1)c1ccccc1 (stereo unspecified) | 8% | -8% | 4% | -45% | nt | 38% | 30% | nt | nt
Cc1ccc(-c2cc(N)on2)cc1 | -1% | -7% | -22% | -4% | 4% | 4% | 20% | -3% | 9%[57.1 µM]
Cc1cccc(NC(c2cccc(Cl)c2)c2ccc3cccnc3c2O)n1 (stereo unspecified) | 10µM* | -4% | -14% | -41%[59 µM] | -11% | nt | 33%[activator] | -10% | 0%
Cc1ccnc(SCC(=O)NC2CCCCCC2)n1 | -1% | -3% | -12% | nt | 0% | 9% | 7% | ? | 0%
Nc1ccc(SCc2nc3cccc4c3n2CCC4)cc1 | -15% | -5% | -6% | 13%[0.501 µM] | 6% | -6% | -12% | -7% | 55%
CSc1nc2ccc3nc(NC(=O)C4COc5ccccc5O4)sc3c2s1 (stereo unspecified) | -7% | -4% | -17% | ? | -5% | ? | 35%[activator] | -6% | -2%
CCc1ccc(C(=O)Cn2cnc3cc([N+](=O)[O-])ccc3c2=O)cc1 | -5% | 8% | -9% | 2%[12.7 µM] | -8% | -6% | 5% | -11% | 10%
COc1ccc(Cl)cc1NC(=O)c1cc(=O)c2cc(C)cc(C)c2o1 | 1% | -21% | -19% | 8%[59 µM] | 2% | nt | 10% | 1% | -19%
CSc1nsc(N/N=C/c2ccccc2)c1C#N | -24% | -4% | -15% | -45% | -8% | 4% | 117%[activator] | -8% | 0%
COc1cccc2c1[C@@H]1CN(CCCCn3c(=O)[nH]c4c(sc5ncc(-c6ccccc6)nc54)c3=O)C[C@@H]1CO2 | ? | -6%[60.1 µM] | -10% | 13µM* | nt | -9%&-3% | -16% | nt | -2%[57.1 µM]

Other records follow.
SMILES | BAZ2B block | Pol kappa inh | POLH inh | G9a inh | BLM helicase inh | APE1 inh | Pol iota inh | Apoferritin bind | Pol beta inh
Cc1cccc(-n2ncc3c(NNC(=O)c4ccccc4Cl)ncnc32)c1 | 8% | -6%[60.1 µM] | -3% | 29%[59 µM] | 1% | nt | 2% | 8% | -22%
O=C(Nc1cc(Cl)ccc1Cl)c1noc2c1CCCC2 | 6% | 6% | 2% | 28%[12.7 µM] | 0% | -4% | 8% | -1% | 6%
OCCC1CN(Cc2ccon2)CCN1CCc1ccccc1 (stereo unspecified) | 5% | 9% | -7% | -12% | -4% | 5% | 62%[activator] | -8% | 7%
COc1ccc(NC2CCCN(C(=O)c3ccc(OC)o3)C2)cc1 (stereo unspecified) | ? | -8% | -6% | nt | -6% | 5% | -3% | -5% | 42%
COc1ccccc1N1CCN(C2CCCN(C(=O)c3cccc(-c4ccco4)c3)C2)CC1 (stereo unspecified) | 11% | -17% | -11% | nt | -1% | -5% | -8% | -23% | 27%
OC(COCc1ccco1)CN1CCN(C(c2ccccc2)c2ccccc2)CC1 (stereo unspecified) | 35µM* | -14% | -14% | -159% | -2% | 1% | 0% | -14% | 0%
O=C(CN1CCOCC1)Nc1ccc(Br)cn1 | 8% | -3% | 8% | 8%[12.7 µM] | -2% | 3% | 6% | -9% | -1%
Cc1ccc(CNC(=O)c2ccc(CNc3c(N4CCCC4)c(=O)c3=O)cc2)cc1 | -19% | 4% | -1% | -31% | 11% | -4% | 9% | -23% | 26%
Cc1cccc(N2C(=O)/C(=C\c3ccc(C(=O)O)cc3)c3ccccc3C2=O)c1 | ? | -19% | 45µM* | 45µM* | -8% | -9% | 46%[activator] | -10% | -7%
O=C1NC[C@@H](Cc2ccc(O)cc2)N(CC2CCCCC2)C1=O | 3% | 5% | -1% | 7%[59 µM] | -2% | 0% | -1% | 5% | -1%
Cc1cccc(C(=O)N2CCc3cc(-c4csc(NC(=O)CN5CCCC5)n4)ccc32)c1 | ? | 1% | -19% | ? | -4% | 47%[activator][12.4 µM] | 77%[activator] | -18% | -24%
O=C(CCCN1C(=O)/C(=C/c2cccs2)SC1=S)NNC(=O)c1ccc(F)cc1 | -1% | -2% | -11% | -8%[59 µM] | -1% | 6% | 1% | 2% | 70%
Cn1nc(C(F)(F)F)c2cc(C(=O)Nc3ccc(Cl)cc3)sc21 | 0% | -2% | -18% | 39%[12.7 µM] | -9% | 2% | 25% | -13% | 38%
COCCN1C(=O)N[C@H](c2cccc(C(F)(F)F)c2)C(C(=O)OC)=C1C | -8% | nt | nt | -22% | 2%&0% | 2%&5% | nt | -2% | 2%
COc1cccc(CNC(=O)c2oc3c(c2C)-c2nn(Cc4cccc(Cl)c4)cc2CC3)c1 | ? | -12% | -13% | ? | -15% | nt | -10% | 3% | -1%

Structures from the list above containing an aryl thioether with sulfur outside any ring (5):
SMILES | BAZ2B block | Pol kappa inh | POLH inh | G9a inh | BLM helicase inh | APE1 inh | Pol iota inh | Apoferritin bind | Pol beta inh
CSc1nc2sc3c(c2c(=O)n1-c1ccc(C)cc1)CCCC3 | 0% | -1% | -12% | -38%[59 µM] | -2% | nt | 13% | -11% | -24%
Cc1ccnc(SCC(=O)NC2CCCCCC2)n1 | -1% | -3% | -12% | nt | 0% | 9% | 7% | ? | 0%
Nc1ccc(SCc2nc3cccc4c3n2CCC4)cc1 | -15% | -5% | -6% | 13%[0.501 µM] | 6% | -6% | -12% | -7% | 55%
CSc1nc2ccc3nc(NC(=O)C4COc5ccccc5O4)sc3c2s1 (stereo unspecified) | -7% | -4% | -17% | ? | -5% | ? | 35%[activator] | -6% | -2%
CSc1nsc(N/N=C/c2ccccc2)c1C#N | -24% | -4% | -15% | -45% | -8% | 4% | 117%[activator] | -8% | 0%

(continued)
canonical_smiles	BAZ2B block	Pol kappa inh	POLH inh	G9a inh	BLM helicase inh	APE1 inh	Pol iota inh	Apoferritin bind	Pol beta inh
Cc1ccc2ncnc(Nc3cccc([N+](=O)[O-])c3)c2c1	-3%	-23%	-22%	23%	-10%	10%	?	-2%	3%
CCOc1ccc(/C=N/NC(=O)CN2CCCCCCC2)cc1	50µM*	8%	-7%	7.9µM*	0%	14%	-21%	-23%	23%
Cc1ccc(/C=C2/C(=O)N(c3ccccc3)C(=S)N2C)o1	?	-11%	-5%	8.9µM*	1%	-2%	3%	-11%	-4%
CC(/C=C1\N=C(SCc2ccccc2)SC1=O)=C\c1ccccc1	-38%	-18%	-1%	-18%[59 µM]	-5%	-3%	8%	0%	-27%
Cc1ccccc1CS(=O)(=O)CCC(=O)NCCCN1CCOCC1	-38%	-7%	-18%	-6%[0.501 µM]	-3%	1%	28%	-2%	2%
COCCN(Cc1nnc(-c2cccs2)o1)C(=O)CN1C(=O)NC2(CCCCC2)C1=O	nt	-8%	4%	nt	nt	51%[activator]	-10%	nt	nt
COc1cccc(C(=O)NCC(=O)N2CCN(c3ccc(C(F)(F)F)cn3)CC2)c1	-3%	-4%	-10%	-3%	nt	-4%	68%[activator]	nt	nt
CC1CC(Nc2ccccc2)c2ccccc2N1C(=O)c1ccccc1F (stereo unspecified)	12%	-8%	-5%	30%[0.501 µM]	4%	-12%	-4%	-10%	1%
COc1ccc(CNCCC2(C(C)C)CCOC(C)(C)C2)cc1 (stereo unspecified)	-8%	13%	2%	-10%[59 µM]	-2%	17%	-10%	-9%	-3%
CCCN(CC(=O)Nc1ccccc1OC)C(=O)Cc1ccccc1F	-1%	-18%	-10%	27%	-3%	28%	49%[activator]	-4%	2%
Cc1nc(-c2ccccc2)sc1-c1ccn[nH]1	-5%	6%	5%	-7%	3%	-1%	-8%	-11%	3%
COc1ccc(NS(=O)(=O)c2cn(C)c(=O)n(C)c2=O)c(OC)c1	?	-9%	21%	nt	0%	3%	2%	0%	30%
CN1CCN(/C=C2\SC(=S)NC2=O)CC1	-10%	-3%	-3%	-8%[12.7 µM]	1%	16%	-4%	-10%	-6%
